STK33 inh – inhibitors of human STK33 kinase | Q9BYT3 | purified STK33, MBP phosphorylation, ADP-Glo luminescence | inhibition, % at 10 µM | 320,000 tested, 0.073% active | AID 2661;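 active = inhibition at or above 25%, using the most active replicate where run in duplicate; inactive = inhibition below 25%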
Target sequence (Q9BYT3 whole entry, looked up): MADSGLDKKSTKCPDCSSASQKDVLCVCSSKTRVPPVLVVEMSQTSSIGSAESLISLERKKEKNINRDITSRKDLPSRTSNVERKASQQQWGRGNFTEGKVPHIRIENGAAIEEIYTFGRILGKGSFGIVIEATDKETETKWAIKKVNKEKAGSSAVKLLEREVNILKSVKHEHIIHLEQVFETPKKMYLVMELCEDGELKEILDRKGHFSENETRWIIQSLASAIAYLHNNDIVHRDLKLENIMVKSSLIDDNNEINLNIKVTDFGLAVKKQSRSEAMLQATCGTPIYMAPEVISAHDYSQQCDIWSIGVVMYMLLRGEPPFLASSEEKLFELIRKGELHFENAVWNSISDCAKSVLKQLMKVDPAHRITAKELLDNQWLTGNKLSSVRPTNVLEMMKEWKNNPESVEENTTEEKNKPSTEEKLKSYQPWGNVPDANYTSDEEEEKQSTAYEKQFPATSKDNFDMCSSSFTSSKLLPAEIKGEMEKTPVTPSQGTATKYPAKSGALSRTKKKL
OX1R antag – OX1R (human) antagonism. OX1R-expressing cells, FRET antagonist read-out. inhibition, % at 6.6 µM. 330,000 tested, 1.8% active; in the data active = inhibition mostly above about 38%, no sharp cut-off; inactive = mostly below about 40%;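 note: 0% = agonist challenge alone and 100% = reference antagonist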
Target sequence (O43613 whole entry, looked up): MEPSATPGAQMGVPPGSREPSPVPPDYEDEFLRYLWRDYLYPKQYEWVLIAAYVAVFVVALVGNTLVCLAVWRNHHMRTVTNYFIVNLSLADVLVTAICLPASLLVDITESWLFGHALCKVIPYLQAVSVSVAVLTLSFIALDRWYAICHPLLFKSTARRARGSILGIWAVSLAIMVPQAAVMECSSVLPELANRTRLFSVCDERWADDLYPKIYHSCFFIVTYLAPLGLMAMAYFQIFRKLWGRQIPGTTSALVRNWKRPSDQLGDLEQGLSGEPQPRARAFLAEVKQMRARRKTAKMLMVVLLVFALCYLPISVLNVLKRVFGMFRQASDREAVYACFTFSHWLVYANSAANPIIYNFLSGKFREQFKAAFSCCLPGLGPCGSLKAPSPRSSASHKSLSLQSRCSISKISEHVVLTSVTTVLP
Active calls of the source: *; nt = no result given. Hits appear at their usual frequency; 1.8% or so of the library scored in one or more.

STK33 inh	OX1R antag	canonical_smiles
-0.6	16	O=C(COc1ccc([N+](=O)[O-])cc1)N(Cc1cccs1)C1CCS(=O)(=O)C1 (stereo not drawn)
1.9	11	Cc1[nH]c2ccccc2c1C(=O)COc1ccccc1
-0.8	53	Cn1cc([N+](=O)[O-])c(C(=O)Nc2sc3c(c2C#N)CCC3)n1
-1.4	3	O=C(CN1CCN(Cc2cccc(Cl)c2)C1=O)NCc1ccccn1
-0.3	5	CC(=O)c1c(C)[nH]c(C(=O)COC(=O)CCCOc2ccccc2)c1C
-0.1	-6	CCCn1c(=O)c2c(C(F)(F)F)cc(-c3cccs3)nc2n(CCC)c1=O
5.0	34	CCCNC(=O)COc1ccc2c(=O)c(Oc3ccccc3F)coc2c1
-1.7	12	O=C1Nc2ccccc2N(O)N1c1cc(-c2ccccc2Cl)no1
-0.2	1	COc1ccc(CCNC(=O)C2CCN(C(=O)N(C)C)CC2)cc1OC
-1.2	20	CC(/C=C1\N=C(SCc2ccccc2Cl)SC1=O)=C\c1ccccc1
0.6	24	Cn1nnc(NC(=O)c2ccccc2)n1
-0.4	18	CCn1c(SCc2nc3ccccc3c(=O)[nH]2)nnc1-c1ccncc1
-2.0	11	CCOC(=O)C(C)n1cnc2scc(-c3ccc(C)cc3)c2c1=O (stereo not drawn)
-0.1	4	Cn1c(=O)n(C)c2cc(S(=O)(=O)N3CCCCC3)ccc21
11	16	COc1ccc(C=C2C(=O)c3ccccc3C2=O)cc1O
-1.5	20	COC(=O)CSc1nnc(CNC(=O)c2ccccc2F)n1-c1ccc(F)cc1
-1.0	13	COc1cc(CNc2ncn[nH]2)cc(Br)c1OC
-1.0	25	CCSc1nnc(NC(=O)Cc2cc(OC)c(OC)c(OC)c2)s1
1.0	16	COc1ccc(OC)c(NC(=O)CNC(=O)c2cccs2)c1
-1.6	9	COc1cccc(-n2nnc3c(=O)n(Cc4ccc(C)cc4)cnc32)c1
-2.1	-5	CCOC(=O)N1CCC(NC(=O)c2cc3ccccn3n2)CC1
-0.8	4	CC(C)(C)NC(=O)CN(C(=O)CS(=O)CC(=O)Nc1ccc(F)cc1)c1ccccc1F (stereo not drawn)
-1.0	20	O=C(O)CC1(CC(=O)Nc2ccc(Cl)cc2C(=O)c2ccccc2)CCCC1
-0.7	-4	Cc1ccccc1NC(=O)NC1(C(=O)N2CCOCC2)CCCCC1
35*	12	COc1cc2c(ccc3cc(OC)c(OC)c(O)c32)cc1O
-2.4	12	Cc1ccc(S(=O)(=O)N(C)c2ccc(OCC(=O)Nc3cccc(-n4cnnn4)c3C)cc2)cc1
-0.7	26	O=C(CN1CCN(S(=O)(=O)c2ccc(Cl)cc2)CC1)Nc1ccc2c(c1)OCCO2
-2.2	14	CC(C)(C)NS(=O)(=O)c1ccc(CCC(=O)NCc2ccc3c(c2)OCO3)cc1
0.5	10	CCC(C)[C@H](NC(=O)NCc1ccc(S(N)(=O)=O)cc1)C(=O)O (stereo partly drawn)
-1.0	15	CCSc1nnc(NC(=O)CN(C)S(=O)(=O)c2ccc(F)cc2)s1
-0.8	36	CCN(CC(=O)Nc1cccc(OC)c1)c1ncnc2sc(C)c(C)c12
-0.5	30	N#Cc1cccc(NC(=O)COC(=O)c2ccccc2C(=O)c2ccc(Cl)c([N+](=O)[O-])c2)c1
-2.0	19	CCOC(=O)c1cc2sccc2n1CC(=O)N1CCc2ccccc21
0.4	10	COc1ccc(CNC(=O)C(c2ccc(C)o2)N(C(=O)c2csnn2)c2ccc(C(C)C)cc2)cc1 (stereo not drawn)
0.3	33	O=C1c2ccccc2C(=O)N1OCc1c(F)cccc1Cl
-1.2	23	O=C1N=C2SCCN2/C1=C\c1ccccc1Cl
1.7	6	CC(C)c1[nH]nc2c1C(C1C=CCCC1)C(C#N)=C(N)O2 (stereo not drawn)
-0.9	3	CCCc1cnc(N2CCN(C(=S)NC)CC2)nc1
0.4	16	COC(=O)c1ccc(OC(=O)CCN2c3ccccc3Sc3ccccc32)cc1
-0.5	5	Cc1c(NC(=O)C(C)OC(=O)c2ccccc2O)c(=O)n(-c2ccccc2)n1C (stereo not drawn)
0.4	-1	O=C(C1CCCO1)N1CCC(c2nc3ccccc3[nH]2)CC1 (stereo not drawn)
1.5	14	c1csc(Cc2nn3c(-c4n[nH]c5c4CCC5)nnc3s2)c1
-0.1	23	COc1cc2c(cc1OC)CN(CC(O)c1ccccc1)CC2 (stereo not drawn)
5.3	-2	Cc1ccc(S(=O)(=O)CCC(=O)OCC(=O)NCCc2ccc(S(N)(=O)=O)cc2)cc1
-2.0	10	CCOC(=O)c1ccccc1NC(=O)CSc1nnc(C(C)C)n1CC
0.4	29	CCOc1ccc(NC(=O)CN(C)C(=O)c2ccc(OCc3ccccc3)c(OC)c2)cc1OCC
0.5	5	CCN1CCN(C(c2ccc(OC)cc2)C(O)C(=O)c2c[nH]c3ccccc23)CC1 (stereo not drawn)
0.4	19	O=C(NCC1CCCO1)c1cccc(NS(=O)(=O)c2ccc(Br)cc2)c1 (stereo not drawn)
-1.7	23	Cc1nn(-c2ccccc2)cc1C(=S)Nc1ccccc1
-0.3	31	CCn1c(=O)c2cc(C(=O)NCCC(C)C)sc2c2ccccc21

17 of the compounds above, with tabs:
molecule	STK33 inh	OX1R antag
COc1ccc(CNC(=O)C(c2ccc(C)o2)N(C(=O)c2csnn2)c2ccc(C(C)C)cc2)cc1 (stereo not drawn)	0.4	10
O=C1c2ccccc2C(=O)N1OCc1c(F)cccc1Cl	0.3	33
O=C1N=C2SCCN2/C1=C\c1ccccc1Cl	-1.2	23
CC(C)c1[nH]nc2c1C(C1C=CCCC1)C(C#N)=C(N)O2 (stereo not drawn)	1.7	6
CCCc1cnc(N2CCN(C(=S)NC)CC2)nc1	-0.9	3
COC(=O)c1ccc(OC(=O)CCN2c3ccccc3Sc3ccccc32)cc1	0.4	16
Cc1c(NC(=O)C(C)OC(=O)c2ccccc2O)c(=O)n(-c2ccccc2)n1C (stereo not drawn)	-0.5	5
O=C(C1CCCO1)N1CCC(c2nc3ccccc3[nH]2)CC1 (stereo not drawn)	0.4	-1
c1csc(Cc2nn3c(-c4n[nH]c5c4CCC5)nnc3s2)c1	1.5	14
COc1cc2c(cc1OC)CN(CC(O)c1ccccc1)CC2 (stereo not drawn)	-0.1	23
Cc1ccc(S(=O)(=O)CCC(=O)OCC(=O)NCCc2ccc(S(N)(=O)=O)cc2)cc1	5.3	-2
CCOC(=O)c1ccccc1NC(=O)CSc1nnc(C(C)C)n1CC	-2.0	10
CCOc1ccc(NC(=O)CN(C)C(=O)c2ccc(OCc3ccccc3)c(OC)c2)cc1OCC	0.4	29
CCN1CCN(C(c2ccc(OC)cc2)C(O)C(=O)c2c[nH]c3ccccc23)CC1 (stereo not drawn)	0.5	5
O=C(NCC1CCCO1)c1cccc(NS(=O)(=O)c2ccc(Br)cc2)c1 (stereo not drawn)	0.4	19
Cc1nn(-c2ccccc2)cc1C(=S)Nc1ccccc1	-1.7	23
CCn1c(=O)c2cc(C(=O)NCCC(C)C)sc2c2ccccc21	-0.3	31

More compounds
STK33 inh	OX1R antag	canonical_smiles
0.5	4	CCCCn1c(N)c(N(CC(C)C)C(=O)COC(=O)C2(c3ccccc3)CC2)c(=O)[nH]c1=O
0.9	-2	CCCc1nnc(NC(=O)CN2C(=O)c3ccccc3C2=O)s1
-0.7	24	Cc1ccc(Nc2ncc(C(=O)NCCCN3CCN(C)CC3)c3ccccc23)cc1Cl
-4.0	15	Cn1c(=O)[nH]c(=O)c2c1nc(Br)n2CCCSc1nc2ccccc2o1
2.3	16	COc1ccc(/C=N/S(=O)(=O)c2cccs2)cc1
0.1	-1	CCN(CC)S(=O)(=O)c1ccc2c(c1)nc(SCC(=O)NCC1CCCO1)n2CC (stereo not drawn)
-0.3	4	CCn1nccc1C(=O)Nc1cccc(C)c1C
-1.2	5	CC(=O)N1CC(=O)N(c2ccccc2)C1=O
-2.0	4	CCCCC(=O)NCCc1cc2c(OC)ccc(OC)c2[nH]c1=O
nt	24	O=[N+]([O-])c1cccc(S(=O)(=O)NC2CC3CCC2C3)c1 (stereo not drawn)
-2.1	4	Cc1ccc(OCC(=O)Nc2ccc3c4c(cccc24)CC3)c(C)c1
-1.2	3	CC(C(N)=O)N1C(=O)C2C3C=CC(C3)C2C1=O (stereo not drawn)
-2.9	15	COc1ccccc1NC(=O)COC(=O)CCS(=O)(=O)c1ccc(C)cc1
0.2	24	CC(C)(C)c1ccc(C(=O)NC(=S)NCc2cccnc2)cc1
-0.4	11	C[C@H](NS(=O)(=O)c1ccccc1F)C(=O)OCC(=O)Nc1ccc2c(c1)OCCO2
nt	10	CCCCC[C@H](O)/C=C/[C@@H]1[C@@H](C/C=C\CCCC(=O)O)[C@H]2CO[C@@H]1C2
-2.5	-1	CCOc1cc(C(=O)Nc2ccc(NC(C)=O)cc2)ccc1OCC(=O)N1CCCCC1
0.4	18	O=C(Cn1c(=O)n(CCC(=O)N2CCCCC2)c(=O)c2sccc21)NCc1ccccc1
-2.3	5	O=C(NCC1CCCO1)c1c(O)c2cccc3c2n(c1=O)CCC3 (stereo not drawn)
-1.3	7	O=C1CSC(c2ccccc2)N1c1nc(-c2ccc(Cl)cc2Cl)cs1 (stereo not drawn)
0.6	6	Clc1ccc(-c2nnc3n2CCCC3)cc1Cl
2.6	nt	Cc1coc2cc3oc(=O)c(CCC(=O)NCC(=O)O)c(C)c3cc12
0.3	19	C(C#CCCCCCCCCC[n+]1ccccc1)#CCCCCCCCCC[n+]1ccccc1
2.0	35	O=c1c2ccccc2nc2ccccn12
0.0	15	CCOc1ccc(-c2c(C)sc3nc[nH]c(=O)c23)cc1
-0.5	43	CN(Cc1ccccc1F)C(=O)c1sccc1-c1ccccc1
-1.8	29	COCCN1C=C2C(=O)C(C)(OC(=O)CCc3ccccc3)C(=O)C=C2C=C1c1ccc(C#N)cc1 (stereo not drawn)
-1.5	9	CC(C)c1ccc(NC(=O)c2csnn2)cc1
1.2	12	COCCCNc1nc(N)c([N+](=O)[O-])c(NCC2CCCO2)n1 (stereo not drawn)
0.9	8	Cc1c(C(=O)Nc2ccccc2)sc2ncn(CC(=O)N3CCCCC3)c(=O)c12
-1.9	9	CC(C)(C)CNc1cc(N2CCCC2)ccc1[N+](=O)[O-]
0.8	6	COC(=O)C1=C(C)N(C(C)c2ccccc2)C(=O)/C1=C\c1ccco1 (stereo not drawn)
1.2	12	NNC(=O)CNC(=O)CNS(=O)(=O)c1ccccc1
0.9	12	CCc1nnc(NC(=O)CN2CCN(c3cccc(OC)c3)CC2)s1
-0.7	18	C=CCSc1ncccc1C(=O)NCc1ccc(C)cc1
nt	18	CCCCC(=O)Nc1ccc(NC(=O)c2cnccn2)cn1
12	11	Cc1ccc(C)c(Cn2nnc3c(=O)[nH]c(C4CCN(S(=O)(=O)c5ccc(S(=O)(=O)NC6CC6)cc5)CC4)nc32)c1
0.2	9	Cc1sc(NC(=S)NC(=O)c2cccs2)nc1-c1ccc(CC(C)C)cc1
-1.1	30	Cc1ccc(NC(=O)CN(C)CC(=O)Nc2cccc(F)c2)cc1[N+](=O)[O-]
0.6	8	O=Cc1ccccc1OCCN1CCCC1=O
-1.2	3	CC1CCN(C(=O)c2ccccc2NC(=O)c2cccs2)CC1
1.2	22	O=c1cc(NCCO)c2ccccc2o1
-0.6	4	CCCOc1ccccc1N/C(=N/c1nc(C)cc(C)n1)NC(=O)Nc1ccc(Cl)cc1
-0.7	8	CCCCCCCNC(=O)C1(CC2CC(c3ccc(Cl)cc3)=NO2)CCN(C(=O)C2CCCC2)CC1 (stereo not drawn)
0.1	14	Cc1cc2ncn(C(=O)N3CCOCC3)c2cc1C
-2.1	1	CC1(C)Cc2c(cnn2-c2ccccc2)C(NC(=O)c2ccc[n+]([O-])c2)C1 (stereo not drawn)
-1.6	2	O=C(NCc1ccc(F)cc1)c1cc(S(=O)(=O)N2CCCCC2)ccc1Cl
1.1	4	Cc1ccccc1C=O
-1.0	12	CCOC(=O)N1CCN(c2c(N3CCN(c4ccccc4OC)CC3)c(=O)c2=O)CC1
-1.4	3	O=S(=O)(NCC1CN(S(=O)(=O)c2ccc3c(c2)OCCO3)C1)c1c(F)cccc1F

Continued:
STK33 inh	OX1R antag	canonical_smiles
1.7	7	O=C1CCC(=O)N1N1C(=O)C2C3c4ccccc4C(c4ccccc43)C2C1=O (stereo not drawn)
0.8	4	CC(C)=CC(=O)O[C@@H]1Cc2c(ccc3ccc(=O)oc23)OC1(C)C
0.0	21	COCCN(C(=O)c1csnn1)C(C(=O)NC(C)(C)C)c1cccc(OC)c1 (stereo not drawn)
0.1	16	Cc1ccc(C(=O)OCN2C(=O)c3ccccc3C2=O)c(O)c1
-0.6	4	Cc1cc(OCC(=O)c2ccc(C(F)(F)F)cc2)n2cnnc2n1
-3.0	16	O=C(Nc1ccc([N+](=O)[O-])cc1)c1nc[nH]c1C(=O)NC1CCCCC1
nt	16	CC(C)(C)NC(=O)NC(=O)Cn1ccsc1=N
0.0	5	O=C(COC(=O)/C=C/c1ccc(Cl)cc1)NC1CCCC1
-0.6	3	CSCCC(NC(=O)C1CCCC1)c1nnc2ccccn12 (stereo not drawn)
-2.8	6	CC1=C(C(=O)OCc2ccccc2)C(c2ccoc2)C(C#N)=C(N)O1 (stereo not drawn)
